# core dimer inh: HCV core protein dimerization inhibition; TR-FRET GST/Flag-core106 dimerization, 1536-well; inhibition, % at 5 µM; 0.33% of 300,000 active; AID 1899;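 active = inhibition above the mean of all tested compounds plus 3 SD, set per screening campaign, cut at about 45% in these data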
#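 Assay system – GST-tagged and Flag-tagged HCV core protein residues 1-106 · Quantity – core106 proteins, GST 13.5 nM and Flag 17 nM · Benchmarks – unlabelled core106 and no-GST-core106 wells · Read-out basis – percent inhibition of core106 dimerization signal · Detection – time-resolved FRET, ex 340 nm, em 617 and 671 nm · Schedule – 4 h at 22.5 °C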
# Fh CTSL1 inh: cathepsin L1 inhibition, PFM18AAP counter-screen; recombinant F. hepatica cathepsin L1, Z-Leu-Arg-MCA fluorescence; inhibition, % at 5.96 µM; 0.49% of 300,000 active; AID 1906;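 active = inhibition above the mean of all tested compounds plus 3 SD, set per screening campaign, cut at about 17% in these data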;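 note: 0% = plate median of test compound wells and 100% = 1 µM Z-Phe-Ala-diazomethylketone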
# PP5 inh: inhibitors of human protein phosphatase 5 (PP5). P53041. 0.18% of 320,000 active. inhibition, % at 6.7 µM. purified PP5c, OMFP substrate fluorescence;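 active = inhibition above the campaign's mean inhibition across all tested compounds plus 3 SD, cut at about 9.5% in these data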;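 note: 0% = DMSO only and 100% = 100 µM cantharidin control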
# Target sequence (P53041 whole entry, looked up): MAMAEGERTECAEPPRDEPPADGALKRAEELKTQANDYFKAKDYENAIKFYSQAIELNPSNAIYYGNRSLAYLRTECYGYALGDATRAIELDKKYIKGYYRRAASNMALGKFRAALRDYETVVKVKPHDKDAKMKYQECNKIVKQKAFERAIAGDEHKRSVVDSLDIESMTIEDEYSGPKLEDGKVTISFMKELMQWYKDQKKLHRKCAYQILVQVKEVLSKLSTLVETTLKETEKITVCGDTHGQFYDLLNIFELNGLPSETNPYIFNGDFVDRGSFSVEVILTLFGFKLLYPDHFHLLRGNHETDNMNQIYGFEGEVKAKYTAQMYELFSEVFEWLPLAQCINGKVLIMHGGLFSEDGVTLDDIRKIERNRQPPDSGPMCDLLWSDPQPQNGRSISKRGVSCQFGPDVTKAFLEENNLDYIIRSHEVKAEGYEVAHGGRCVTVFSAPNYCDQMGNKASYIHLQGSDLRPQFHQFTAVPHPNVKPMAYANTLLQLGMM
# TPT1 inhibitor: blocks Candida albicans tRNA 2'-phosphotransferase | 0.81% of 300,000 active | recombinant caTPT1, FP RNA substrate dephosphorylation | AID 1962 | inhibition, % at 5 µM;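 active = inhibition above the mean of all tested compounds plus 3 SD, set per screening campaign, cut at about 24% in these data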;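 note: plate controls were DMSO alone for no effect and ferristatin control at 100 nM for full effect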
# GASC-1 inh: blocks human GASC-1 demethylase activity; 0.069% of 330,000 active; AID 2099; GST-JMJD2C(1-420) H3K9me3 demethylation, DELFIA europium; inhibition, % at 2.35 µM;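 active = more than half of a compound's replicate wells show inhibition beyond 50%, single wells judged on their own value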;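 note: signal counts dimethyl H3K9 product captured on neutravidin plate; 0% = median of DMSO wells and 100% = 0.3 times that DMSO median; strong numbers were not always called active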
# PP1 counter: blocks human PP1-alpha phosphatase, a PP5 counter-screen. P62136. purified PP1alpha, OMFP fluorescence. inhibition, % at 6.7 µM. 0.9% of 320,000 active. AID 2235;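 active = inhibition above the mean inhibition of all tested compounds plus 3 SD, computed separately for each screening campaign, cut at about 15% in these data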
# Target sequence (P62136 whole entry, looked up): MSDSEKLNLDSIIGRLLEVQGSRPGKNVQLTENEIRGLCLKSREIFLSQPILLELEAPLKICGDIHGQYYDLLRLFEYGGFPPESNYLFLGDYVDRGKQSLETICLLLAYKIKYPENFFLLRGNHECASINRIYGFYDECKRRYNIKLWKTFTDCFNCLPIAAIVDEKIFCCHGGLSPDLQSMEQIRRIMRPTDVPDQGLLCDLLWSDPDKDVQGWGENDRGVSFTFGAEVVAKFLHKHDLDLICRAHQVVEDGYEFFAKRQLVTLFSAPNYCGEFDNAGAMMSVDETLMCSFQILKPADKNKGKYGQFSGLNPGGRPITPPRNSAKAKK
# LYPLA2 inh: counter-screen for PME1 inhibitors: inhibitors of human LYPLA2; recombinant LYPLA2, FP-Rh probe fluorescence polarization; inhibition, % at 5.9 µM; 0.38% of 320,000 active;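 active = inhibition above the screen-wide mean plus 3 SD, limit set per campaign, cut at about 26% in these data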;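 note: 0% = LYPLA2 with DMSO and 100% = wells lacking LYPLA2 enzyme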
# Target sequence (O95372 whole entry, looked up): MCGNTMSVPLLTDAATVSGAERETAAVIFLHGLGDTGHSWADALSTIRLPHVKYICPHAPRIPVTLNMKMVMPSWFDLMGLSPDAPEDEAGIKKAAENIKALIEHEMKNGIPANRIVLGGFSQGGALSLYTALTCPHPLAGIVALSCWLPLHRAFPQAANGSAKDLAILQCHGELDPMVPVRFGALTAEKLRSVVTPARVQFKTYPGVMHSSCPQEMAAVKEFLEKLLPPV
# Efflux pump inh: inhibitors of Candida antifungal efflux pumps expressed in yeast; S. cerevisiae Candida pump triplex, Nile Red efflux; inhibition, % at 10 µM; 0.44% of 330,000 active; AID 485275;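 active = plate passing quality check with inhibition over a set limit, or well fluorescence over plate mean plus 4 SD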;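 note: Nile Red retained in pooled yeast measured as flow cytometry median fluorescence; 0% = buffer negative control and 100% = Enniatin B positive control; higher means more Nile Red kept so more efflux inhibition; some compounds called inactive have numbers as strong as hits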
# PREPL inhibitor: inhibits the human prolyl oligopeptidase-like enzyme | recombinant PREPL, fluorescence polarization activity-based probe | inhibition, % at 5.96 µM | 0.68% of 320,000 active; in the data active = inhibition above about 43%;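 note: 0% = enzyme with DMSO and 100% = wells lacking enzyme; many of its hits are not listed in these tables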
# Active calls of the source: *; . = not tested or not shown. A portion of the library, so the mix of outcomes need not match the whole.
SMILES,core dimer inh,Fh CTSL1 inh,PP5 inh,TPT1 inhibitor,GASC-1 inh,PP1 counter,LYPLA2 inh,Efflux pump inh,PREPL inhibitor
O=S(=O)(Cc1ccccc1)Oc1ccccc1,-3,2,4.7,0,-17,-3,2,0.2,-14
O=C(O)c1ccc(N2CC3CC(C2)c2cccc(=O)n2C3)c(NC(=S)Nc2ccc(Br)cc2)c1 (stereo not given),-1,-1,0.6,-7,0,7,-2,-0.1,13
COC(=O)c1cc(Cn2nc(C(=O)O)c3ccccc3c2=O)oc1C,3,-2,3.2,-3,9,3,-9,0.0,-3
CCOC(=O)C1=C(C)NC2=C(C(=O)CC(c3cccs3)C2)C1c1cccs1 (stereo not given),14,1,3.6,-5,-1,9,7,0.1,10
Cc1cc(C(F)F)n2ncc(C(=O)NC3CCCCCC3)c2n1,2,-1,3.0,1,0,1,-1,0.1,-7
O=C(O)c1cccc(-n2cccc2/C=C/[N+](=O)[O-])c1,0,0,-0.9,1,-2,5,3,0.3,11
CC(C)C(=O)Nc1ncc(Cc2ccc(Cl)cc2)s1,1,5,2.7,-4,10,7,4,-0.1,-11
Cc1nc2sccn2c(=O)c1S(=O)(=O)NCC(C)c1ccccc1 (stereo not given),-6,-2,-1.1,-1,3,0,5,0.0,1
COc1ccc(NC(=O)CCSc2ccc3ccccc3n2)cc1,-14,3,6.6,-2,-1,7,4,0.1,9
CCCCC1(CC)C(=O)NC(=O)NC1=Nc1ccc(OC)cc1 (stereo not given),-5,-1,1.6,-1,3,-1,6,0.0,2
Clc1ccc(C2=NN(c3ccccc3)C(c3ccco3)C2)cc1 (stereo not given),2,0,0.0,3,11,3,-6,0.0,3
Nc1nonc1C(=O)NCCN=Cc1cc(Cc2ccccc2)cc(Br)c1O,3,1,0.7,5,-7,-3,2,-0.2,27
O=C(O)CNS(=O)(=O)c1c(Cl)cccc1Cl,0,-3,-2.7,1,-4,-1,-2,0.2,-4
CCOc1ccc(S(=O)(=O)N2CCN(C(=S)NC3CC3)CC2)cc1,2,3,0.4,-3,4,1,1,0.1,-2
CCOC(=O)c1c(C)oc2c(CN3CCN(C)CC3)c(Br)c(OC)c(O)c12,3,0,-1.0,2,5,-1,5,0.0,2
CCc1ccccc1NC(=O)Cn1ccn(-c2ccc(OC)cc2)c(=O)c1=O,-13,11,-8.6,-6,0,-2,6,-0.3,19
O=C(CCCCCCC(=O)NCc1ccccc1)NCc1ccccc1,8,-4,1.3,-1,-21,-7,-1,0.0,-11
Cc1ccc(C(=O)NC(C)c2ccc(-n3ccnc3)cc2)cc1S(=O)(=O)N1CCOCC1 (stereo not given),-1,-5,2.8,0,-7,-3,0,0.2,-6
COC(=O)CN(c1ccccn1)S(=O)(=O)c1ccccc1,-8,-1,-3.4,-5,-3,-3,-4,0.0,-3
Cc1cc(-c2ccc(C)c(S(=O)(=O)NCCC(C)N3CCCCCC3)c2)on1 (stereo not given),-6,2,1.3,-2,5,-1,-2,-0.2,-18
O=C(O)CCc1ccc(-c2ccc(Cl)cc2)n1CC(=O)Nc1ccccc1,-11,1,1.0,-1,0,0,-4,-0.1,-13
CCN1CCN(C(=S)Nc2ccc(Cl)c(Cl)c2)CC1,-15,-4,2.2,-2,-14,1,8,-0.2,8
COc1ccc(NC(=O)CN2CCN(S(=O)(=O)c3ccc(F)cc3)CC2)cc1Cl,4,-1,5.5,1,5,-2,4,-0.1,-1
COc1ccccc1/C=C/C=N/NC(=O)c1cnccn1,-9,10,-2.8,-1,-32,-2,5,0.0,13
Cc1ccccc1-n1c(=O)cc(N2CCN(Cc3ccccc3)CC2)[nH]c1=O,1,-3,2.8,3,1,-2,-9,0.4,2
CC(=O)N1c2ccc(S(=O)(=O)N3CCCC3)cc2CC1C(=O)NCc1ccc(N(C)C)cc1 (stereo not given),-15,-6,0.6,2,-5,-6,2,0.1,10
CC(C)CCSc1nc2[nH]ncc2c(=O)[nH]1,-5,0,0.9,1,0,-3,-7,0.1,3
CCOc1ccccc1NC(=O)C1CC(=O)n2ncnc2N1 (stereo not given),-1,-2,-1.7,-5,9,0,6,-0.1,13
O=C(NCCN1CCOCC1)c1ccc(=O)n(Cc2ccc(Cl)cc2)c1,-1,10,2.9,1,-7,3,-8,-0.1,-4
CCOC(=O)Nc1oc2ccccc2c(=O)c1CN1CCOCC1,-1,1,-0.3,-3,2,1,-1,0.1,2
Cc1cccc(N2CCN(C(=O)C34CC5CC(CC(C5)C3)C4)CC2)c1C,12,-4,1.1,-3,-3,4,7,0.1,8
COc1ccc(C(CC(=O)NC(C)c2ccc(-c3ccccc3)cc2)NC(C)=O)cc1 (stereo not given),10,2,3.1,-2,-2,-3,2,0.0,2
CCCSCCCNC(=O)c1ccc(C)c(NC(=O)C2=C(C)OCCS2)c1,-15,1,2.2,-1,-7,3,-8,0.0,-2
CCCNC(=O)COc1coc(CN2CCN(C(=O)c3ccco3)CC2)cc1=O,1,-2,0.6,2,6,-4,3,-0.1,1
CCn1c(=S)sc2c(=O)n(CC(=O)Nc3cccc(OC)c3)c(C)nc21,2,0,-3.4,-4,27,-2,5,0.1,15
Cc1ccc(S(=O)(=O)CCC#N)cc1,-1,0,2.5,-4,2,-3,3,0.2,-19

# 3 neighbouring compounds from above, for reference:
SMILES,core dimer inh,Fh CTSL1 inh,PP5 inh,TPT1 inhibitor,GASC-1 inh,PP1 counter,LYPLA2 inh,Efflux pump inh,PREPL inhibitor
O=S(=O)(Cc1ccccc1)Oc1ccccc1,-3,2,4.7,0,-17,-3,2,0.2,-14
O=C(O)c1ccc(N2CC3CC(C2)c2cccc(=O)n2C3)c(NC(=S)Nc2ccc(Br)cc2)c1 (stereo not given),-1,-1,0.6,-7,0,7,-2,-0.1,13
COC(=O)c1cc(Cn2nc(C(=O)O)c3ccccc3c2=O)oc1C,3,-2,3.2,-3,9,3,-9,0.0,-3

# (further entries)
SMILES,core dimer inh,Fh CTSL1 inh,PP5 inh,TPT1 inhibitor,GASC-1 inh,PP1 counter,LYPLA2 inh,Efflux pump inh,PREPL inhibitor
COC(=O)N1CCN(c2ccc(C)cc2)C(C)C1 (stereo not given),-1,3,-0.4,0,9,-2,3,-0.1,0
COc1cc([N+](=O)[O-])ccc1NC(=O)Nc1ccc(C(=O)N2CCCC2)cc1,0,-1,1.7,-2,-2,-2,-1,0.1,10
COc1ccc(NC(=O)COC(=O)CC2CC3CCC2C3)c([N+](=O)[O-])c1 (stereo not given),2,2,0.4,-2,10,-2,0,0.7,4
CN(CC1CCN(CCc2cccc(C(F)(F)F)c2)CC1)C(=O)c1ccccc1,0,-7,-0.1,1,45,-2,-3,-0.1,9
Cc1cc(C(=O)Nc2nccs2)c2cc(F)ccc2n1,-2,-2,1.8,-1,3,-4,7,-0.1,19
CCOc1ccc(CCNC(=O)CCCn2c(=O)c3cccn3c3cccnc32)cc1OCC,3,1,0.4,-2,8,-3,4,-0.2,-2
O=C(Nc1cccc(S(=O)(=O)N2CCCCC2)c1)c1cc2ccccc2o1,.,.,3.9,.,13,-3,-47,-0.2,0
COc1ccc(-c2cc3nc4ccccc4n3c(N)c2C#N)cc1,7,4,-5.2,0,6,18*,3,-0.1,24
Cc1ccc(N2C(=O)N3[C@H](c4ccc(F)cc4)[C@@H]4C(=O)N(C5CCCCC5)C(=O)[C@@H]4[C@]3(C)C2=O)cc1,-14,6,1.1,-4,-9,1,-2,0.1,21
CCOC(=O)COc1ccc2c3c(c(=O)oc2c1)CCCC3,5,-6,-1.4,-2,8,-3,7,-0.1,-9
CCCCCC(=O)N/N=C/c1ccccc1[N+](=O)[O-],-2,-2,1.3,-3,-15,3,3,-0.1,-2
C#CCOCCOCCOCCNc1nc(N2CCN(C(=O)Cn3cc(CCCN=C(N)N)nn3)CC2)nc(N2CCN(C(=O)[C@H](CCCCN)n3cc(CCC(=O)O)nn3)CC2)n1,-14,-5,-2.4,-5,-1,-1,3,0.1,25
Cc1ccc(N2C(=O)Nc3ccc(Br)cc3C2(O)C(=O)NCCCN(C)C)cc1C (stereo not given),-3,1,-1.1,0,-5,-4,-7,0.2,2
CC(=O)c1cc(C)ccc1OC(=O)c1cccnc1,-4,7,0.9,4,-5,-3,-1,0.0,14
O=C(CSc1nc2ccccc2s1)Nc1ccc(C(=O)O)cc1,-4,5,-1.4,-3,13,1,-5,-0.1,-14
CCn1c(=O)c(=O)[nH]c2cc(C(=O)N3CCN(Cc4ccc5c(c4)OCO5)CC3)ccc21,-1,0,-1.8,2,-3,-1,6,-0.1,23
CC(C)CNS(=O)(=O)c1ccc2c(c1)OCCO2,-6,-2,2.8,1,-6,2,6,-0.1,8
O=C(COc1c(F)c(F)c(C(F)(F)F)c(F)c1F)Nc1ccc(N2CCOCC2)c(Cl)c1,1,4,4.0,0,3,1,-6,0.0,2
COc1ccc(CN2CCC(C(=O)Nc3ccc(Oc4cccnc4)cc3)CC2)cc1,0,1,-0.1,-1,-1,2,13,-1.8,-4
CN(C(=O)c1ccccc1NC(=O)C(F)(F)F)c1ccccc1,-4,-3,1.9,4,-2,-2,-1,0.1,-2
O=C(N/N=C/c1cc2c(c([N+](=O)[O-])c1)OCO2)c1ccncc1,-8,1,2.7,2,-5,-4,7,0.0,2
COc1ccc(CCNC(=O)CN2CCOc3ccccc32)cc1OC,-2,0,1.9,1,-29,-2,-4,0.1,-3
CCn1c(COc2ccc(=O)n(-c3ccccc3)n2)n[nH]c1=S,6,-2,0.1,0,-2,-1,2,-0.1,-5
O=C(NC1CCCCC1)c1cc(-c2ccc(O)cc2)on1,-18,6,5.0,-2,-10,2,-6,-0.2,7
COc1cc(C(C)=O)ccc1O,-6,2,0.1,2,37,-6,2,0.1,23
CCOC(=O)CN1C(=O)NC2NC(=O)NC21 (stereo not given),-3,-4,1.1,-3,2,1,-1,0.0,0
COCCNCCOCCOc1cccc(OC)c1,-4,-4,0.7,0,.,-4,5,0.0,2
CCC(C)(C)C1CCC2(CC1)NC(=O)N(CC(=O)Nc1nc(-c3ccc(C)cc3)cs1)C2=O (stereo not given),29,2,0.6,0,9,-2,-2,-0.1,-5
CCc1ccc(NC(=O)C2CCCN(S(=O)(=O)c3cccs3)C2)cc1 (stereo not given),6,-1,3.4,3,-23,-1,2,-0.1,1
CC(=O)Cc1nnn(-c2cc(C)on2)n1,-1,1,2.2,-2,4,-1,2,-0.1,-4
Cc1cc2cc(CN(Cc3ccco3)C(=O)C3CCCCC3)c(=O)[nH]c2cc1C,6,0,-1.8,-1,8,-2,6,-0.1,2
NS(=O)(=O)c1ccc(CNC(=O)c2cc(-c3ccccn3)nc3ccc(Cl)cc23)cc1,37,3,-2.1,-13,-19,13,-19,0.0,-3
Cc1ccccc1S(=O)(=O)Cc1ccc(C(=O)NC2CC2)o1,-6,-7,0.8,-1,.,-2,1,-0.2,8
COc1ccc(C(=O)NCc2nnc(SCC(=O)c3ccc(F)cc3)n2C)cc1OC,-1,-3,-0.5,1,25,-2,-4,0.0,2
O=C(Nc1ccccc1F)c1ccncc1,0,3,0.5,0,3,0,0,0.0,-4
O=C1C2C3CCC(CC3)C2C(=O)N1c1ccccc1 (stereo not given),-5,-1,3.4,1,1,-1,-2,2.2,-4
Nc1nc2nc(-c3ccccc3)cc(C(F)(F)F)c2s1,-2,-2,5.8,5,-7,4,-9,0.0,-12
CCOC(=O)c1c(N)sc2c1CCC(C)C2 (stereo not given),-1,-1,4.8,0,-13,1,1,0.3,18

# Assay outcomes deposited in PubChem by several laboratories.
